Screens deposited in PubChem by Sanford-Burnham Center for Chemical Genomics.
VHR inh color – VHR1 phosphatase inhibitors, primary screen, biochemical, colorimetric, HTS | recombinant VHR phosphatase, colorimetric substrate read-out | inhibition, % at 20 µM | actives 0.7% (n = 50,000) | AID 1992, 2009; in the data active = inhibition above about 60%; note: some results filed as inactive read as strong as hits
Target sequence (P51452 whole entry, looked up): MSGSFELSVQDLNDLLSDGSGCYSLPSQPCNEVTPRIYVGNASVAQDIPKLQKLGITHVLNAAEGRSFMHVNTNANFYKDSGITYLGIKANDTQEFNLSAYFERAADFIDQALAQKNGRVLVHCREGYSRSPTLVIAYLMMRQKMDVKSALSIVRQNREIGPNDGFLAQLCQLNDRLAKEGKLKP
Numbers without * were called inactive. Not all compounds are listed, so the mix of outcomes need not match the whole.

compound | VHR inh color
O=C(O)c1ccccc1C(=O)c1ccc(Cl)c(N2C(=O)c3ccccc3C2=O)c1 | -13.8
O=C(NNC(=O)C1CCCO1)c1ccc(F)cc1 (centres undefined) | 2.3
CN(C)Cn1c(O)c(N=NC(=O)c2ccncc2)c2cc(Br)ccc21 | -5.7
CCOc1ccc(N2C(=O)NC(=O)/C(=C/c3ccc(-c4ccc(C(=O)O)c(Cl)c4)o3)C2=O)cc1 | 84.9
Cc1cccc(C)c1NC(=O)CSc1nc2ccccc2[nH]1 | -9.1
C(=NNc1cc(N2CCOCC2)nc(N2CCOCC2)n1)c1cccs1 | -8.3
Cc1ccc(NC(=O)c2ccco2)c([N+](=O)[O-])c1 | 0.8
CCOC(=O)c1cnc2cc(-c3ccc(Br)cc3)nn2c1N | 10.4
O=C(COc1ccccc1)N1CCCCC1 | -13.3
CCc1ccc(OCC(=O)Nc2c(C)ccc3nsnc23)cc1 | -4.3
N/C(=N\OC(=O)c1ccc(F)cc1)c1ccc(Cl)cc1 | -14.2
CCOc1cccc2c1NC(C)(C)C(=S)C2=C1SC(C(=O)OC)=C(C(=O)OC)S1 | -4.6
O=C(c1ccccc1)N1CCCC2CCCCC21 (centres undefined) | -0.2
O=C(Nc1ccc(S(=O)(=O)Nc2ncccn2)cc1)C1COc2ccccc2O1 (centres undefined) | -10.6
CCc1cc2c(N3CCN(Cc4ccc(Cl)cc4Cl)CC3)ncnc2s1 | 16.5
COc1ccc(C2NC(=S)NC(C)=C2C(=O)Nc2ccc(Cl)cc2)cc1OC (centres undefined) | 2.8
Cc1cc(C)n(-c2cc(Oc3ccccc3)nc(-c3ccccc3)n2)n1 | 9.9
CCOC(=O)C1=C(C)N=c2s/c(=C\c3ccc(OCC(=O)O)cc3)c(=O)n2C1c1ccccc1 (centres undefined) | 30.1
O=C1Nc2c(c3ccccc3oc2=O)Nc2ccccc21 | -27.3
COc1ccc(Cl)cc1NC(=O)CN(Cc1ccccc1)S(=O)(=O)c1ccccc1 | -23.0
COc1ccc2oc3ccc(OC)cc3c(=O)c2c1 | -7.3
COc1ccc(OC)c(NC(=O)c2ccc(I)cc2)c1 | -13.2
CC1CN(C(=O)c2ccccc2C(=O)c2ncc[nH]2)CC(C)O1 (centres undefined) | -1.9
COc1cc(C(=O)NCCc2cccc(Cl)c2)cc(OC)c1OC | -9.6
COc1cc(/C=C2\N=C(c3cccc(Br)c3)OC2=O)cc(OC)c1OC | -3.6
COc1ccccc1-c1coc2c(CN(CC(C)C)CC(C)C)c(O)ccc2c1=O | 0.4
Cc1ccc(C2=NN3C(C2)c2ccccc2OC3c2ccc(O)cc2)cc1 (centres undefined) | 11.2
O=C(CSc1nnnn1-c1ccccc1)Nc1ccc2nc(SCc3ccccc3)sc2c1 | -10.5
CC(=O)N/N=C/c1cc(C)n(-c2cc(Cl)cc(Cl)c2)c1C | 4.0
CC1=C(C(=O)Nc2cccc(C)c2)C(c2cc(Br)ccc2O)NC(=O)N1 (centres undefined) | -10.6
CCOC(=O)c1c(NC(=O)/C=C/c2ccc3c(c2)OCO3)sc(C)c1C | -6.9
CN1C(=O)C(=Cc2ccc(N3CCCC3)c([N+](=O)[O-])c2)C(=O)N(C)C1=O | 90.5*
CCC1(C)Cc2c(sc3nc(SCc4ccccc4)[nH]c(=O)c23)CO1 (centres undefined) | 1.2
CSc1nnc2n(-c3ccccc3)c(=O)c3c4c(sc3n12)CCCCC4 | -12.2
O=[N+]([O-])c1cccc(-c2cn(-c3ccccc3)c3[n+]2CCCS3)c1 | 4.9
O=C(Cn1c(C(=O)c2ccccc2)nc2ccccc21)c1ccc(Br)cc1 | 9.9
COc1ccccc1OCCOc1ccc(/C=C2/SC(=S)N(C)C2=O)cc1 | -12.4
COc1ccc(OC)c(N=Cc2c(O)n(-c3ccc(F)cc3)c(=O)[nH]c2=O)c1 | 8.1
CCOC(=O)c1sc2ncn(/N=C/c3ccc(O)cc3)c(=O)c2c1C | 3.6
O=C(Nc1ccccc1C(=O)O)c1ccc2c(c1)C(=O)N(c1ccc(Br)cc1)C2=O | 3.5
O=C1CC(N2CCN(C3CC(=O)N(CCc4ccccc4)C3=O)CC2)C(=O)N1CCc1ccccc1 (centres undefined) | -6.9
COCCCNC(=O)C(=O)NCCc1ccc(OC)c(OC)c1 | -24.3
COc1cc(C2NC(=O)c3c(sc4c3CCN(C)C4)N2)cc(OC)c1OC (centres undefined) | 21.4
COc1ccc(C)cc1NC(=O)C(=O)NCCc1ccc(OC)c(OC)c1 | -2.1
O=c1sc2ccccc2c(N2CCOCC2)c1[N+](=O)[O-] | -1.8
CNc1nc(Nc2ccccc2C(=O)c2ccccc2)nc(OC(C(F)(F)F)C(F)(F)F)n1 | -36.9
O=C1NC(=S)N/C1=C/c1ccc(O)c(Br)c1 | -7.1
O=C(O)C1C(C(=O)NCCc2ccccc2)C2C=CC1C21CC1 (centres undefined) | -8.6
Cc1ccccc1NC(=O)c1cccc(S(=O)(=O)NC2CCCCC2)c1 | 14.6
O=C(c1cccc(C(=O)N2CCN(c3cccc(Cl)c3)CC2)c1)N1CCN(c2cccc(Cl)c2)CC1 | 2.4
CCOc1ccc(N(CC(=O)Nc2ccc(OC)c(OC)c2)S(=O)(=O)c2ccc(SC)cc2)cc1 | -12.7
CC1=C(C(=O)OCC2CCCO2)C(c2ccccc2Cl)NC(=O)N1 (centres undefined) | -30.0
O=C(Nc1ccc(O)c(-c2nc3ccccc3s2)c1)C(c1ccccc1)c1ccccc1 | -27.0
COc1cc2c(cc1NCc1ccc3c(c1)OCO3)oc1ccccc12 | 4.5
COc1ccc(CCNS(=O)(=O)c2ccc3ccccc3c2)cc1 | -6.8
Cc1ccc(C(=O)CSc2nnnn2-c2ccccc2)c(C)c1 | 3.2
COC(=O)c1ccc(CSc2nc3ccccc3s2)cc1 | -1.6
Cc1nc2ccccn2c(=O)c1N | -7.2
CCN(CC)CCCNC(=O)c1cccc(OC)c1 | -40.2
NCC(O)CNc1ccc([N+](=O)[O-])c2cccnc12 (centres undefined) | -2.6

(listing goes on)
compound | VHR inh color
CCOc1ccc(N2C(=O)C3C(C2=O)C2(C)c4ccccc4C3(C)c3ccccc32)cc1 (centres undefined) | -5.8
CN=C(NC)SC1CC(=O)N(c2ccccc2)C1=O (centres undefined) | -1.5
CCOc1ccc(C(=O)Nc2cc(C(F)(F)F)ccc2Cl)cc1Br | 4.9
CCOc1ccc(N(CC(=O)NCc2ccncc2)S(=O)(=O)c2ccccc2)cc1 | 27.8
O=C1C=C(Nc2ccc(Cl)cc2)C(=O)N1c1ccccc1 | 18.8
CC1=C(C(=O)OCc2ccccc2)C(c2ccc([N+](=O)[O-])cc2)C2=C(CC(C)(C)CC2=O)N1 (centres undefined) | -8.4
Cc1ccc(NC(=O)C(C)(C)C)cc1[N+](=O)[O-] | 8.6
O=c1[nH][nH]c(=O)c2cc(N3CCCC3)ccc12 | -15.5
Cc1oc2ccc(O)c(CN(C)C)c2c1C(C)O (centres undefined) | 10.9
Cc1ccc(C(=O)N/C(=C\c2cccc([N+](=O)[O-])c2)C(=O)N2CCOCC2)cc1 | -9.8
COc1ccccc1/C=C1\SC(=S)N(CCC(=O)OCCN(C)C)C1=O | -7.8
Cc1ccc(Cl)c(OCCCCN2CCCCC2)c1 | 3.1
O=C1c2ccccc2C(=O)N1c1ncn[nH]1 | -2.6
CC1(C)CC(NC(=O)c2ccccc2Cl)CC(C)(C)N1 | -14.1
CCCOc1ccc(N2C(=O)CC(NCc3cccnc3)C2=O)cc1 (centres undefined) | -13.4

Among those listed so far, two have a CF3 group:
compound | VHR inh color
CNc1nc(Nc2ccccc2C(=O)c2ccccc2)nc(OC(C(F)(F)F)C(F)(F)F)n1 | -36.9
CCOc1ccc(C(=O)Nc2cc(C(F)(F)F)ccc2Cl)cc1Br | 4.9

The list goes on.
compound | VHR inh color
O=C(/C=C/c1cccc([N+](=O)[O-])c1)N1CCN(c2cccc(Cl)c2)CC1 | -1.6
C/C(=N\N=C1\NC(=O)C(CC(=O)Nc2ccccc2C(F)(F)F)S1)c1ccc([N+](=O)[O-])cc1 (centres undefined) | -16.3
O=C(CSCC(=O)Nc1ccccc1[N+](=O)[O-])Nc1ccc2ccccc2c1 | -11.8
Cc1ccc(O)c(N2C(=O)c3ccc(Oc4ccc([N+](=O)[O-])cc4)cc3C2=O)c1 | 1.6
CC1=C(C(=O)c2ccccc2)C(c2ccccc2)NC(=O)N1 (centres undefined) | -14.7
Cc1cc(Br)cc(/C=N/NC(=O)c2ccc3c(c2)OCO3)c1O | -17.6
CCOC(=O)c1c(C)oc2ccc(OC(=O)c3cccc([N+](=O)[O-])c3)cc12 | -19.0
O=C(Nc1ccccc1C(=O)NC(Cc1ccccc1)C(=O)O)c1ccccc1 (centres undefined) | -6.0
COc1ccc(CNS(=O)(=O)c2ccc(Cl)cc2)cc1 | -13.1
Clc1ccccc1-c1nc(-c2ccccn2)no1 | -0.1
C=CCN1C(=O)/C(=C\c2cc(Cl)c(O)c(OC)c2)C(=O)NC1=S | 32.3
Cc1onc(-c2ccccc2)c1C(=O)N1CCN(c2c(Cl)cccc2[N+](=O)[O-])CC1 | 11.0
CC(C)=CC1C(C(=O)Nc2ccc(C)cn2)C1(C)C (centres undefined) | -4.2
Cc1cccc(C(=O)Nc2cc(C)on2)c1 | -31.6
CCc1ccccc1N(CC(=O)NC(C)c1ccccc1)S(C)(=O)=O (centres undefined) | 9.1

4 entries from above, field by field.
COc1ccccc1/C=C1\SC(=S)N(CCC(=O)OCCN(C)C)C1=O
  VHR inh color: -7.8

Cc1ccc(Cl)c(OCCCCN2CCCCC2)c1
  VHR inh color: 3.1

O=C1c2ccccc2C(=O)N1c1ncn[nH]1
  VHR inh color: -2.6

CC1(C)CC(NC(=O)c2ccccc2Cl)CC(C)(C)N1
  VHR inh color: -14.1

(listing goes on)
compound | VHR inh color
O=C(Nc1ccc(Cl)cc1)Nc1ccc([N+](=O)[O-])cc1Br | -3.1
CNC(=O)CN(c1ccc(C)cc1)S(=O)(=O)c1ccc(OC)c(OC)c1 | -17.1
Cc1ccc2ncnc(NCc3cccnc3)c2c1 | -3.5
O=C(Nc1cccc2ccccc12)N1CCCCCC1 | -30.5
O=C(Nc1ccc(Cl)c(Cl)c1)Nc1nnc(-c2ccc(Br)cc2)s1 | -8.2
O=C(NCc1ccccc1)C1CCCCC1 | 8.4
Cc1c(NC(=O)c2ccccc2N(Cc2ccccc2)S(C)(=O)=O)c(=O)n(-c2ccccc2)n1C | -56.3
Cc1ccc(C(=O)N/N=C/c2c3ccccc3cc3ccccc23)cc1[N+](=O)[O-] | -12.3
O=C(N/N=C/c1ccccc1O)NC12CC3CC(CC(C3)C1)C2 | -7.8
COc1ccc(S(=O)(=O)N(CC(=O)N2CCCCCC2)c2ccc(C)cc2)cc1OC | -3.4
Cc1cc(/C=C2\C(=O)NC(=S)N(c3cccc(Br)c3)C2=O)c(C)n1C | -13.4
O=C(Nc1ccc(Br)cc1C(=O)O)c1cccc(N2C(=O)c3ccccc3C2=O)c1 | -4.0
COC(=O)c1cc(N2C(=O)C3C4C=CC(C5CC45)C3C2=O)ccc1Cl (centres undefined) | -18.9
O=C(Nc1ccc(OC(F)(F)F)cc1)c1ccc(-c2cccc(Cl)c2)o1 | -12.2
Cc1ccc(OCC(=O)Nc2ccc(C)c(Cl)c2)c(Br)c1 | 23.4

A second format for part of the listing above:
Cc1c(NC(=O)c2ccccc2N(Cc2ccccc2)S(C)(=O)=O)c(=O)n(-c2ccccc2)n1C
  VHR inh color = -56.3
Cc1ccc(OCC(=O)Nc2ccc(C)c(Cl)c2)c(Br)c1
  VHR inh color = 23.4
CNC(=O)CN(c1ccc(C)cc1)S(=O)(=O)c1ccc(OC)c(OC)c1
  VHR inh color = -17.1
O=C(Nc1ccc(Cl)cc1)Nc1ccc([N+](=O)[O-])cc1Br
  VHR inh color = -3.1

Later entries
compound | VHR inh color
Cn1c2c(c3cc(Cl)ccc31)CCCC2C#N (centres undefined) | -9.9
COc1ccc(Br)cc1/C=N/NC(=O)C(=O)NC1CCCCC1 | -28.1
COc1ccc(C2/C(=C(\O)c3ccc([N+](=O)[O-])cc3)C(=O)C(=O)N2CCCCCC(=O)O)cc1 (centres undefined) | 5.1
COc1cccc2c3c(c(C)nc12)CC(C)S3 (centres undefined) | -33.6
COc1ccc(OC)c(S(=O)(=O)n2cnc(C)c2)c1 | 6.3
Cc1ccc(-c2nc(N/N=C/c3cccnc3)c3ccccc3n2)cc1 | -10.5
COc1ccc(NC(=O)CCN2C(=O)/C(=C/c3cccs3)SC2=S)cc1 | -0.6
COc1ccccc1NC(=O)CN(Cc1ccccc1)S(=O)(=O)c1ccccc1 | 2.0
Cc1occc1C(=O)Nc1ccc2ccccc2c1 | -23.6
CCOC(=O)C1=C(O)/C(=C/c2cccc(O)c2)SC1=Nc1ccccc1 | 12.4
NC(=O)c1ccc(NC(=O)COc2ccccc2Cl)cc1 | -6.2
COc1ccc(CCNCc2ccc(Cl)cc2)cc1OC | -6.5
CCOC(=O)c1sc(NC(=O)c2ccc(S(=O)(=O)N3CCCC3)cc2)c(C(=O)OCC)c1C | 3.4
CC1(C(=O)N/N=C/c2cccnc2)CC1(Br)Br (centres undefined) | -7.8
Cc1ccc(-c2nnc(-c3ccncc3)o2)cc1 | -14.9
CC(=O)c1ccc(NC(=O)C2CC(=O)N(c3ccc(F)cc3)C2)cc1 (centres undefined) | 33.1
CC1CC(=O)NN=C1c1ccc(N2CCOCC2)c([N+](=O)[O-])c1 (centres undefined) | 8.1
COc1ccccc1NC(=O)CN(c1ccccc1C)S(C)(=O)=O | -16.1
